NIH3T3 tox: NIH 3T3 cell cytotoxicity; AID 1345082; Potency, µM (top dose mostly 96.7 µM), for inactives: top-dose activity change, negative = cytotoxicity, most hits filed as inhibitors; NIH 3T3 viability, CellTiter-Glo ATP luminescence, 48-72 h; 94,000 compounds, 4.3% hits; also: potency is read from the fitted curve at half-maximal effect; nearly all actives have a fitted effect of over 55% in size
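Luminescent ATP readout (CellTiter-Glo, 10 min RT) after 48 or 72 hr compound exposure of NIH 3T3 cells seeded at 400 cells/well in 1536-well format; quantitative HTS.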
SNCA expr inh: inhibitors of alpha-synuclein (SNCA) gene expression; HEK-293 SNCA-luciferase knock-in, luminescence, 24 h; Potency, µM (series often up to 57.2 µM), for inactives: at the highest dose activity change, negative = inhibition, most hits filed as inhibitors; 140,000 compounds, 0.17% hits;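 also: potency is read from the fitted curve at half-maximal effect; plate controls were DMSO cells for no effect and cell-free wells for full effect; nearly all actives have a fitted effect of over 45% in size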
FLuc inh: inhibitors of firefly (Photinus pyralis) luciferase | 76,000 compounds, 2.5% hits | Potency, µM (highest dose often 115 µM), inactives show top-dose activity change, negative = inhibition, actives largely listed as inhibitors | P08659 | purified P. pyralis luciferase, luminescence, biochemical; also: potency is read from the fitted curve at half-maximal effect; nearly all actives have a fitted effect of over 65% in size
Target sequence (P08659 whole entry, looked up): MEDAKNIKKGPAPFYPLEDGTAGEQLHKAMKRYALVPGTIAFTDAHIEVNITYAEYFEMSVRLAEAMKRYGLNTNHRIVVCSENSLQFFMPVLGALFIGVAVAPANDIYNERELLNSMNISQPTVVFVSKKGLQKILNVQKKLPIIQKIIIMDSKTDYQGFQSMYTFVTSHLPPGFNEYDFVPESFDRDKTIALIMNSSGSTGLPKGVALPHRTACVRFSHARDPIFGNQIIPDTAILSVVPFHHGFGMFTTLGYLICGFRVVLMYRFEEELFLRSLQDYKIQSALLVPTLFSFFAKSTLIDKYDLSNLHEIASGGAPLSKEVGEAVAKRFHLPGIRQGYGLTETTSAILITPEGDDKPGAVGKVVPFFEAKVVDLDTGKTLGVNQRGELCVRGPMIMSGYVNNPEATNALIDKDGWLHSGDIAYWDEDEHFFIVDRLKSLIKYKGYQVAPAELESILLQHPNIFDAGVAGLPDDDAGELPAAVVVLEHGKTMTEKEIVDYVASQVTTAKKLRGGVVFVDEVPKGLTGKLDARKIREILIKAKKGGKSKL
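Biochemical qHTS: compound (6-point titration) added to 10uM D-luciferin plus 10uM ATP in Tris acetate pH 7.5 buffer with Mg, Tween-20 and BSA, then purified enzyme at 10nM; light output imaged.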
HEK cytotox: cytotoxic compounds in HEK 293 cells. HEK 293 viability, ATP luminescence (CellTiter-Glo), 48-72 h. Potency, µM (titrated, usually from 115 µM), inactives show at the highest dose activity change, negative = cytotoxicity, usual class: inhibitors. 94,000 compounds, 6.6% hits; also: potency is read from the fitted curve at half-maximal effect; nearly all actives have a fitted effect of over 60% in size
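250 HEK 293 cells/well; compound by pintool; incubated 48 or 72 hr at 37 degree Celsius; CellTiter-Glo added, 10 min RT, luminescence imaged.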
GPT2 inhibitor: inhibitors of human GPT2 alanine aminotransferase. Q8TD30. Recombinant GPT2, coupled pyruvate oxidase/HRP Amplex Red fluorescence. Potency, µM (titrated, usually from 57.7 µM), for the others: at the top dose activity change, negative = inhibition, hits mostly inhibitors. 100,000 compounds, 0.25% hits. AID 1671188; also: potency is read from the fitted curve at half-maximal effect; nearly all actives have a fitted effect of over 60% in size; many of its hits are not listed in these tables
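Fluorescence of coupled pyruvate oxidase/HRP/Amplex Red system (50uM Amplex, 30 min, dark) reports pyruvate formed by GPT2. Enzyme reaction: 10ng/uL GPT2, 2mM L-alanine, 250uM a-KG, 30 min room temperature, pH 7.5; 50uM AOA control.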
IP6K1 inhibitor: inhibitors of human IP6K1; Q92551; IP6K1 kinase, ADP-Glo luminescence, 2 h; stronger effect = lower value; activity change, % (series mostly up to about 58 µM); 140,000 compounds, 0.81% hits; AID 1645851; in the data active = activity change below about -25%
Target sequence (Q92551 whole entry, looked up): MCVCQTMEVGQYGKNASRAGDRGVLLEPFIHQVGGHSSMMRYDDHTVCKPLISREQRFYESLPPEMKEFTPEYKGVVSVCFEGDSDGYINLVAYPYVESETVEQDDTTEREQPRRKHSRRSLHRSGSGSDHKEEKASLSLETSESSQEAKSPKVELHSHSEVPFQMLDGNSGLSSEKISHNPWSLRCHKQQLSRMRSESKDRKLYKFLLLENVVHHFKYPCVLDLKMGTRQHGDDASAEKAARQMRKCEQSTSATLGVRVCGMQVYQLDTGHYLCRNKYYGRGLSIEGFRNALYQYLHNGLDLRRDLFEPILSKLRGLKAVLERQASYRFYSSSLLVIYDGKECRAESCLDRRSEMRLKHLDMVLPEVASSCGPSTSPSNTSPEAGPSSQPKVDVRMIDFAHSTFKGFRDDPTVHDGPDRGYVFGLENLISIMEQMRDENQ
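ADP-Glo luminescence measures ADP made by human IP6K1 during a 2 h RT reaction with ATP/IP6 (mix at 1.3 mM/130 uM); top library doses 57.5 and 19.1 uM final.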
HEK293 viab: reduces viability of HEK-293 SNCA reporter cells. Potency, µM (doses to about 57.1 µM), for inactives: at the highest dose activity change, negative = cytotoxicity, actives largely listed as cytotoxic. HEK-293-SNCA-luc viability, GF-AFC fluorescence, 24 h. 150,000 compounds, 0.12% hits;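 also: potency is read from the fitted curve at half-maximal effect; 0% = DMSO-treated cells and -100% = medium-only wells without cells; nearly all actives have a fitted effect of over 30% in size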
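HEK-293-SNCA-luc cells (1500/well) plated 24 h, then exposed 24 h to a dilution series; GF-AFC added 30 min at 37C, fluorescence 405/540 nm; normalised to medium-only and DMSO wells, Hill fit.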
Numbers without * were called inactive; i = inactive; ? = inconclusive; . = no result given; [ ] = remark or other dose. Unless noted, calls follow the shape of the dose curve; as a rule, active = well fitted curve in the direction sought with a large enough effect; inconclusive = small, poorly fitted or top-dose-only effect, or another doubt; inactive = no such curve, though single readings can be large; an effect the other way counts as inactive or inconclusive. Unless noted, % is scaled to controls: 0 for no effect and ±100 for the full control effect. This is a subset, so the mix of outcomes need not match the whole.

#	compound	NIH3T3 tox	SNCA expr inh	FLuc inh	HEK cytotox	GPT2 inhibitor	IP6K1 inhibitor	HEK293 viab
1	COc1ccc(CCN2Cc3cc(NC(=O)Cc4cccs4)ccc3OCC2=O)cc1	?	8%	-24%	?	-6%	11	-9%
2	O=C(Nc1ccc2ncnc(N3CCCCC3)c2c1)c1ccccc1Cl	?	-16%	7%	?	-7%	0	-18%
3	N#Cc1ccc(C(=O)N2CC(C(=O)NCCc3ccncc3)C3(CCOCC3)C2)cc1 (stereo not given)	-2%	10%	-3%	i	i	13	12%
4	CN(CC1CCOCC1)C(=O)CCc1ccccc1	i	-11%	8%	4%	1%	1	-2%
5	Cn1cnc(C(=O)N2CCC(Cc3ccc(C(=O)N4CCOCC4)cc3)CC2)c1	-15%	-6%	1%	3%	i	0	6%
6	Cc1noc2c(NCc3cccnc3)cc(-c3ccc(Cl)cc3)nc12	?	?	3%[172 µM]	100µM*	4%[88.5 µM]	-16	-1%[87.6 µM]
7	COc1ccc(C(=O)N2CCC(n3cc(-c4nc(C(C)C)no4)nn3)C2)cc1OC (stereo not given)	-15%	18%	15%	-8%	i	10	-9%
8	COc1ccc(CNC(=O)CSCc2nc(-c3ccccc3C)oc2C)cc1	.	34%[activator]	.	.	.	8	-11%
9	O=C1c2cnc(-c3cccc(CO)c3)nc2OCCN1c1ccccc1	40µM*	7.9µM*	3.2µM*	40µM*	-6%[88.5 µM]	-40*	-16%[87.6 µM]
10	COc1cccc(C(C)N(C)Cc2nc(Cc3cccc(F)c3)no2)c1 (stereo not given)	?	-15%	0%	?	-15%	9	3%
11	O=c1cc(-c2ccccc2)oc2cc(O)cc(O)c12	.	37%[activator]	.	.	-24%	.	-20%
12	COc1ccc(CNC(=O)C2CCN(c3nc4ccccc4[nH]3)CC2)c(OC)c1	.	-8%	.	.	.	18	4%
13	COc1ccc(-c2nc(C)nc3c2CN(Cc2ccc(NC(C)=O)cc2)CC3)cc1	-23%	6%	4%	-18%	i	8	4%
14	COCC(=O)N[C@@H]1CN(Cc2cnn(C)c2C)C[C@H]1CO	-8%	-25%	9%	i	-9%	7	-7%
15	CCS(=O)(=O)N1CCc2cc(C(=O)NCCc3ccc(OC)c(OC)c3)ccc21	.	5%	.	.	.	25	-11%

Along the list, from the results shown.
Nos. 2 to 9 in IP6K1 inhibitor, in turn: 0, 13, 1, 0, -16, 10, 8, -40*
Nos. 2 to 9 in FLuc inh, in turn: 7%, -3%, 8%, 1%, 3%[172 µM], 15%, ., 3.2µM*
Nos. 2 to 9 in HEK cytotox, in turn: ?, i, 4%, 3%, 100µM*, -8%, ., 40µM*

Later entries
#	compound	NIH3T3 tox	SNCA expr inh	FLuc inh	HEK cytotox	GPT2 inhibitor	IP6K1 inhibitor	HEK293 viab
16	O=C(O)C[C@@H]1CCN(C(=O)c2cccs2)C[C@@H]1CCN1CCN(c2cccc(C(F)(F)F)c2)CC1	?	4%	-4%	-26%	1%	-9	1%
17	CCCCCn1c(=O)[nH]c2cc(C(=O)NCc3ccc(Cl)cc3)ccc2c1=O	.	-17%	.	.	.	-4	1%
18	Cc1cc2c(cc1C)NC(CC(=O)Nc1ccccc1)C(=O)N2 (stereo not given)	.	23%	.	.	.	15	1%
19	COc1ccc(Br)cc1C1C(C(=O)Nc2ccc(C)cc2C)=C(C)Nc2ncnn21 (stereo not given)	.	-4%	.	.	.	0	-2%
20	CC(=O)Nc1ccc(CN2C(=O)OC3(CCN(C(=O)C(C)C)CC3)C2(C)c2ccccc2)cc1 (stereo not given)	?	-5%	-10%	?	-11%	-8	5%
21	Cc1ccc2c(c1)C(=O)OC(C(=O)Nc1ccccc1C(=O)O)C2 (stereo not given)	.	34%[activator]	.	.	.	-7	3%
22	Fc1ccc(CNc2cc(-c3ccccc3)nc3nncn23)cc1	.	10%	.	.	.	-10	4%
23	COC(=O)c1cc2oc(C)cc2n1Cc1ccc(Cl)cc1	.	20%	.	.	.	2	-4%
24	CC(C)N1C(=O)C2(CCCC2)C1C(=O)N1CCC(N2CCCCC2)CC1 (stereo not given)	1%	35%[activator]	0%	-2%	i	-4	7%
25	O=C(O)CCc1cc2n(n1)CCN(C(=O)Cc1ccncc1)C2	-2%	-20%	1%	-30%	i	11	0%
26	CCOc1ccc(N2C(=O)c3[nH]nc(-c4ccc(OC)cc4)c3C2c2cccs2)cc1 (stereo not given)	.	?	.	.	.	4	?
27	COC(=O)c1sccc1NC(=O)N1CCCC1Cc1noc(Cc2ccccc2)n1 (stereo not given)	?	-23%	.	?	i	15	-22%
28	CCc1ccc(-n2c3nc(=O)[nH]c(=O)c-3cc3c(C)nn(-c4ccccc4)c32)cc1	.	-23%	.	.	.	17	19%
29	CN1CC2(CCCN(C(=O)CCc3ccccc3Cl)CC2)OC1=O (stereo not given)	-10%	-17%	5%	-1%	i	6	-2%
30	O=C(c1cccnc1)N1C[C@@H]2OCC(=O)N(CC3CC3)[C@@H]2C1	4%[174 µM]	-3%[87.6 µM]	2%[172 µM]	i	-3%[88.5 µM]	-4	-7%[87.6 µM]
31	COc1ccc(C(=O)N[C@H]2[C@H](O)[C@H](O)C[C@@H]2c2ccc(N3CCOCC3)nc2)cc1OC	-1%	-1%	-7%	i	i	7	3%
32	O=c1[nH]c(C2CCN(CC3CCCCC3)CC2)nn1Cc1ccccc1	?	4%	-9%	-1%	i	18	5%
33	Cc1ccc(C)c(CN2C(=O)NC3(CCCN(C(=O)c4ccc(C)c(F)c4)C3)C2=O)c1 (stereo not given)	?	-3%	2%	?	i	-13	-14%
34	Cc1ccc(C)c(NC(=O)Cn2cnc3c(oc4ccccc43)c2=O)c1	.	-5%	.	.	.	1	10%
35	COC(=O)[C@@H]1Cc2ncn(C)c2CN1C(=O)c1ccc(F)cc1	3%[174 µM]	11%[87.6 µM]	2%[172 µM]	3%[172 µM]	-22%[88.5 µM]	7	3%[87.6 µM]
36	Cc1ccn(CCC(=O)N[C@@H]2COCC[C@@H]2Oc2cccc(F)c2)n1	-3%	-32%	-2%	3%	1%	9	-13%
37	C#CCNC(=O)C1CCc2nnc(-c3ccccc3OC)n21 (stereo not given)	-2%	?	.	-7%	-10%	8	0%
38	Cc1cc2ncc(C(=O)NC(C)c3ccc(F)cc3)cn2n1 (stereo not given)	?	-7%[87.6 µM]	.	?	i	6	-2%[87.6 µM]
39	COc1ncc(-c2nc(-c3c(C)noc3C)cc3c2cc(C)n3CCN(C)C)cn1	?	70%[activator][87.6 µM]	-16%[172 µM]	?	-8%[88.5 µM]	-8	-15%[87.6 µM]
40	CC(=O)c1ccc(NC(=O)Nc2ccc3snnc3c2)cc1	.	83%[activator]	.	.	.	4	-22%
41	COC(=O)c1c(NC(=O)c2ccc(S(=O)(=O)N3CCCCC3C)cc2)sc2c1CCN(C(C)C)C2 (stereo not given)	.	0%	.	.	.	20	12%
42	CC(=O)N1CCN(C(=O)c2ccc3oc(-c4cccnc4)nc3c2)CC1	-3%	?	.	3%	i	-7	1%
43	COc1ccc(N2CCN(CC(O)COc3ccc(C)c(C)c3)CC2)cc1 (stereo not given)	.	11%	.	.	.	22	6%
44	Cc1ccc2[nH]c(CSc3nnc(NC(=O)COc4ccccc4F)s3)cc(=O)c2c1	.	-7%	.	.	.	0	4%
45	COc1cccc(N2C(=O)C(CC(=O)Nc3ccc(Cl)cc3)N(Cc3ccc4c(c3)OCO4)C2=O)c1 (stereo not given)	.	-27%	.	.	.	0	-5%
46	COc1ccc(C(=O)N2CCC3(CC2)OC(=O)N(Cc2ccc(NC(C)=O)cc2)C3(C)c2ccccc2)cn1 (stereo not given)	?	8%	2%	-6%	-6%	-14	2%
47	O=C(NCCN1CCOCC1)c1nc2sccn2c1-c1ccncc1	4%	5%	.	-3%	-1%	9	4%
48	CN(C)CCNC(=O)C1CC(=O)N(c2n[nH]c3ccccc23)C1 (stereo not given)	i	-12%	5%	0%	?	4	-2%
49	O=S(=O)(c1ccc(F)cc1)N1CCCC(Cn2c(C3CC3)nc3cccnc32)C1 (stereo not given)	-20%	4%	-1%	?	-8%	-3	-2%
50	N#Cc1cccc(C(=O)N2CCN(C(=O)c3nnn4c3COC(c3ccccc3)C4)CC2)c1 (stereo not given)	?	-18%	-16%	-25%	?	-7	0%
51	c1ccc([C@H]2CN3CCSC3=N2)cc1	.	-18%	.	.	?	20	-6%
52	Cc1ccc(-c2cc(C(=O)N3CCN(c4ccccc4)CC3)c3ccccc3n2)cc1C	.	-2%	.	.	.	-3	-2%
53	O[C@H]1[C@H](NCc2ccncc2)[C@H]2CO[C@H](O2)[C@@H]1N1CCC(Cc2ccccc2)CC1	-21%[174 µM]	12%[87.6 µM]	2%[172 µM]	?	-7%[88.5 µM]	-4	-10%[87.6 µM]
54	COc1cc(NC(=O)CCc2c(C)nc3nc(-c4cc(OC)cc(OC)c4)nn3c2C)cc(OC)c1	.	23%	.	.	.	16	9%
55	CN1C(=O)C2(c3ccccc31)N(c1cccc(C(F)(F)F)c1)C(=O)CS2(=O)=O (stereo not given)	.	24%	.	.	.	-1	3%
56	COC(=O)[C@@H](C)NC(=O)[C@H]1CN(S(=O)(=O)c2ccccc2)CCN1C(C)=O	-21%[174 µM]	?	5%[172 µM]	-7%[172 µM]	-5%[88.5 µM]	16	-2%[87.6 µM]
57	COc1ccccc1CC(=O)NCc1nnc2cc(-c3nc(C4CC4)no3)ccn12	-14%	-16%	0%	-18%	i	0	2%
58	O=C([C@H]1O[C@H](CCN2CCN(Cc3ccccc3)CC2)CC[C@@H]1O)N1CCN(c2ccc(F)cc2)CC1	-21%	-17%	2%	?	i	4	-12%
59	COCCNc1nc2c(S(=O)(=O)c3cc(C)ccc3C)nnn2c2ccccc12	-59%	-2%	.	-21%	i	9	-3%
60	COc1ccc2[nH]c3c(c2c1)CCNC31CCN(C(=O)Cc2cccnc2)CC1	-21%	-3%	-1%	-11%	i	9	-11%[12.5 µM]
61	O=C(Cn1nc2c(cc1=O)CCCC2)NCc1cccc(Cl)c1	3%	14%	0%	-10%	i	-8	5%
62	CC/C=C\C[C@H]1C(=O)C=C[C@@H]1CCCCCCCC(=O)O	.	.	.	.	1%	-6	11%
63	COc1ccc(-c2onc(C)c2C)cc1S(=O)(=O)Nc1cccc(C#N)c1	.	-16%	.	.	.	21	-11%
64	O=C(c1ccccc1)N1CCn2cc(C(=O)N3CCOCC3)nc2C1	i	-2%	.	i	i	7	-7%

Complete entries, looked up by structure. Screens in order: NIH3T3 tox	SNCA expr inh	FLuc inh	HEK cytotox	GPT2 inhibitor	IP6K1 inhibitor	HEK293 viab
COc1ccc(-c2onc(C)c2C)cc1S(=O)(=O)Nc1cccc(C#N)c1 is entered as .	-16%	.	.	.	21	-11%
CC/C=C\C[C@H]1C(=O)C=C[C@@H]1CCCCCCCC(=O)O is entered as .	.	.	.	1%	-6	11%
